HRas wt GTP bind: human HRas wildtype GTP binding, change in either direction. GST-Ras wt beads, Bodipy-FL-GTP binding, flow cytometry; actives lie on both sides. GTP binding activity, % at 10 µM. 190,000 compounds, 0.14% hits;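 active means GTP binding activity at least 20% away from the 100% baseline, either lowered as inhibitor or raised as activator; inconclusive means flagged as likely green fluorescent, judged across all proteins in the well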;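 further: 0% = unlabeled GTP competition control and 100% = no-compound control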
Target sequence (P01112 whole entry, looked up): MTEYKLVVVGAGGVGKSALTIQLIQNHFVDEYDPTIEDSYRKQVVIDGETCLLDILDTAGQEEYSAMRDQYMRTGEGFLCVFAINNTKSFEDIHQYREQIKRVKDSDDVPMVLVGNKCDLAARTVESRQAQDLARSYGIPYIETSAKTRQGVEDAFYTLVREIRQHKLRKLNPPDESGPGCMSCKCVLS
Rab2A wt mod: changes GTP binding to wildtype dog Rab2A, up or down; P61105; GST-Rab2 wt beads, Bodipy-GTP binding, flow cytometry; GTP binding activity, % at 10 µM; 190,000 compounds, 0.19% hits; AID 760;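 active means GTP binding activity at least 20 points away from 100%, either lowered or raised; inconclusive means signal likely due to the compound's own green fluorescence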;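 further: 0% = beads with excess unlabeled GTP and 100% = no-compound control corrected for plate trend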
Cdc42 wt GTP: changes GTP binding to wildtype human Cdc42 | GST-Cdc42 beads, Bodipy-GTP binding, flow cytometry; actives lie on both sides | P60953 | 190,000 compounds, 0.2% hits | percent activity (GTP binding), % at 10 µM;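 active means percent activity GTP binding at least 20 points away from the 100% baseline, either down as inhibitor or up as activator; inconclusive means compound flagged as likely green fluorescent from well-wide comparison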;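 further: median bead fluorescence of bound Bodipy-FL-GTP at 100 nM; 0% = excess unlabeled GTP control and 100% = no compound control; below 100% means less GTP binding so inhibitor and above means activator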
Target sequence (P60953 whole entry, looked up): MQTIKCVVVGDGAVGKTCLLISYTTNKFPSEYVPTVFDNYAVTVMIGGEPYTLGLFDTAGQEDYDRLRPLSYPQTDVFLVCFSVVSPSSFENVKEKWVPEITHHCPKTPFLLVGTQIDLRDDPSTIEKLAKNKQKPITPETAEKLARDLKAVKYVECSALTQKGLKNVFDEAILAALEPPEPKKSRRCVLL
ABCB1 inh: human ABCB1 inhibition, ABCG2 as counter-screen; P08183; CCRF-Adr cells, JC-1 efflux, flow cytometry; inhibition, % at 6.6 µM; 190,000 compounds, 0.067% hits; in the data active means inhibition above about 40%;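 further: 0% = vehicle and 100% = reference inhibitor; higher value means more JC-1 retained so stronger ABCB1 efflux block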
Mcl1-Noxa inh: Mcl-1/Noxa interaction inhibition. inhibition, % at 21.7 µM. 220,000 compounds, 1.5% hits. AID 1022. TR-FRET Mcl-1/Noxa peptide binding, 2 h. Q07820;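 active means compounds that cut the protein-peptide binding signal by more than 50% relative to plate controls in a single-dose test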;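 further: His-tagged Mcl-1 with rhodamine Noxa BH3 peptide and terbium anti-His antibody; 0% = Mcl-1 plus Noxa peptide wells and 100% = peptide-only wells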
Target sequence (Q07820 whole entry, looked up): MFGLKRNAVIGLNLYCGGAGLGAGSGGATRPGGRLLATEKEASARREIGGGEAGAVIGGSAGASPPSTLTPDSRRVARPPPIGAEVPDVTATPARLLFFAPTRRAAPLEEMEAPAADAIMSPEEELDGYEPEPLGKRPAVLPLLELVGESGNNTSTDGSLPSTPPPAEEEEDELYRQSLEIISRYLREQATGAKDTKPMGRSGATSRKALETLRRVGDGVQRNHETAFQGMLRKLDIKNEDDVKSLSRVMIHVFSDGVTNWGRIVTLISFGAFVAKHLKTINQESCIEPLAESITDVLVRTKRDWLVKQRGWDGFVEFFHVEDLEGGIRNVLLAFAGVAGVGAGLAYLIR
ABCG2 block: human ABCG2 inhibition, ABCB1 as counter-screen; IgMXP3 cells, JC-1 efflux, flow cytometry; inhibition, % at 6.6 µM; 190,000 compounds, 0.1% hits;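 active means inhibition above 80%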;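 further: 0% = DMSO and 100% = nicardipine control wells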
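Test system: IgMXP3 (ABCG2) plus far-red-tagged CCRF-Adr (ABCB1) cells / Amount: 3 million cells/mL in well / Reagent: JC-1 transporter substrate / Timing: 10 min compound exposure, 25 °C / Signal: flow cytometry, 530 nm JC-1 signal / Read-out: percent efflux inhibition, scaled nicardipine 100% to DMSO 0% / Benchmarks: nicardipine as high control, DMSO as low control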
Rac1 wt GTP bind: human Rac1 wildtype GTP binding, inhibitors and activators | P63000 | GST-Rac1 beads, fluorescent GTP binding, flow cytometry; actives lie on both sides; 0 = cold GTP competed, 100 = untreated | GTP binding activity (% of control), % at 10 µM | 190,000 compounds, 0.27% hits | AID 757;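 active means GTP binding activity at least 20 points away from the 100% control level, either lower or higher; inconclusive means compound flagged as likely green fluorescent, judged across all proteins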
Rab7 wt GTP bind: dog Rab7 wildtype GTP binding, inhibitors and activators; AID 758; 190,000 compounds, 0.055% hits; GST-Rab7 beads, fluorescent GTP binding, flow cytometry; actives lie on both sides; untreated = 100%, excess cold GTP = 0%; GTP binding activity (percent of control), % at 10 µM;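 active means fluorescent GTP binding to Rab7 beads changed by at least 20 points from the 100% baseline, either direction, mostly lower; inconclusive means compound itself probably fluorescent, or too few beads counted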;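 further: median green fluorescence of bound Bodipy-FL-GTP per Rab7 bead population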
Avidin fluor: compound fluoresces at 488/530 nm on avidin beads. compound fluorescence 488/530 nm, flow cytometry; active compounds read high. fluorescence (KMESF) at 10 µM. 220,000 compounds, 0.38% hits. AID 1775; in the data active means fluorescence above about 47; further: inactives centre near 10
Rac1 act GTP bind: alters GTP binding to activated mutant human Rac1 | P63000 | GST-Rac1 activated beads, fluorescent GTP binding, flow cytometry; actives lie on both sides; 100% means binding = to untreated wells | percent activity (GTP binding), % at 10 µM | 190,000 compounds, 0.11% hits | AID 764;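 active means GTP binding at least 20 percentage points away from the 100% baseline, in either direction, so actives lie on both sides; inconclusive means Compound likely fluorescent itself, or too few beads counted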
Pf gamet viab: kills late stage P. falciparum gametocytes. P. falciparum stage V gametocytes, ATP luminescence, 24 h. inhibition, % at 10.9 µM. 150,000 compounds, 0.065% hits. AID 743093;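 active means inhibition above the mean plus 3 SD of compounds within the control limits, set per campaign, cut at about 38% in these data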;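 further: 0% = DMSO wells and 100% = medium only without gametocytes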
The depositor's hits bear a star; ? = inconclusive; . = no result given.

SMILES	HRas wt GTP bind	Rab2A wt mod	Cdc42 wt GTP	ABCB1 inh	Mcl1-Noxa inh	ABCG2 block	Rac1 wt GTP bind	Rab7 wt GTP bind	Avidin fluor	Rac1 act GTP bind	Pf gamet viab
O=C(Cc1ccccc1)NNC(=O)c1ccc(NC(=O)c2ccccc2)cc1	97.0	99.0	95.0	0.2	-2.5	2.3	98.0	100.0	9	95.0	0.5
CCOc1ccc(NC(=O)Cc2ccccc2)cc1	100.0	100.0	105.0	-0.8	-5.5	-1.8	109.0	98.0	4	100.0	3.0
CCn1cc(CNc2nc3nonc3nc2N2CCCCC2)cn1	98.0	100.0	100.0	0.3	19.0	1.1	100.0	98.0	6	99.0	-4.2
Cc1c([N+](=O)[O-])ccc(S(=O)(=O)N2CCC(C(N)=O)CC2)c1C	102.0	103.0	103.0	0.6	-0.5	25.3	104.0	97.0	7	100.0	7.3
O=C(NCCCN1CCOCC1)c1ccc(-n2nc(C(F)(F)F)cc2-c2cccs2)cc1	100.0	100.0	100.0	0.5	9.2	2.2	97.0	96.0	8	99.0	9.8
O=c1c2ccccc2nc2n1CCCS2	98.0	97.0	101.0	0.0	7.8	5.7	98.0	96.0	13	97.0	8.3
CCOC(=O)c1cc(-c2ccccc2)n(CC(=O)Nc2cccc(OC)c2)c1C	101.0	100.0	103.0	1.2	16.4	22.2	107.0	101.0	11	101.0	-12.8
CC(NC(=O)c1ccco1)C(c1cccs1)N1CCN(c2ccccc2F)CC1 (centres undefined)	90.0	89.0	90.0	0.8	1.3	3.6	94.0	89.0	16	88.0	-21.3
COc1ccc(-c2[nH]ncc2N=Nc2cc(C)cc(C)c2)cc1	98.0	98.0	102.0	1.7	15.9	18.7	102.0	96.0	11	97.0	-6.3
COc1ccc(CN2CCNC(=O)C2CC(=O)O)cc1OC (centres undefined)	101.0	97.0	100.0	-1.2	13.7	-0.7	102.0	100.0	7	98.0	.
COc1ccc(-c2nnn(CC(=O)NCc3ccc4c(c3)OCO4)n2)cc1OC	?	?	?	0.2	-6.6	0.9	?	?	32	?	-4.5
CC(C)C(c1nnnn1C(C)(C)C)N1CCOCC1 (centres undefined)	104.0	104.0	106.0	0.0	20.8	-0.2	111.0	103.0	6	101.0	.
CC(NC(=O)/C(=C/c1ccc2c(c1)OCO2)NC(=O)c1cccc([N+](=O)[O-])c1)C(=O)O (centres undefined)	93.0	92.0	91.0	0.1	10.6	0.4	96.0	91.0	10	93.0	-11.2
COc1ccc(NC(=S)NC(=O)/C=C/c2cccs2)cc1	98.0	101.0	97.0	0.0	10.0	0.0	100.0	104.0	11	95.0	.
Cc1noc(C)c1CSCC(=O)OCC(=O)NC1CCCCC1	100.0	100.0	103.0	0.5	10.7	1.5	108.0	99.0	10	102.0	-3.8
CCOC(=O)Cn1nnnc1C(C(C)C)N(Cc1cc2c(C)cc(C)cc2[nH]c1=O)C1CCCC1 (centres undefined)	99.0	99.0	96.0	0.0	-24.9	0.1	101.0	100.0	22	98.0	7.1
Oc1ccc(C=Nc2ccc(N3CCOCC3)cc2)c(O)c1	99.0	101.0	99.0	0.1	29.6	0.7	101.0	101.0	6	98.0	.
O=C(CSCc1c(Cl)cccc1Cl)N1CCOCC1	96.0	98.0	94.0	6.6	-9.6	6.2	94.0	99.0	6	95.0	5.1
C=CCN(c1ccccc1C(=O)O)S(=O)(=O)/C=C/c1ccccc1	94.0	97.0	95.0	0.3	21.1	-0.1	94.0	102.0	10	93.0	12.7
CCn1c2ccccc2c2cc(NC(=O)c3cccc(OC)c3)ccc21	97.0	96.0	95.0	-3.9	14.8	-1.6	93.0	98.0	16	93.0	.
CCO[C@@H]1OC(C(=O)NCc2nc3ccccc3[nH]2)=C[C@H](C)[C@H]1CCCO	95.0	98.0	96.0	0.1	10.0	0.8	97.0	104.0	7	96.0	-20.6
COc1ccccc1-c1c(C)oc2cc(OCC(=O)OCc3ccccc3)ccc2c1=O	?	?	?	.	10.3	.	?	?	7	?	18.6
CC(=O)N1N=C(c2cccs2)CC1c1cccc([N+](=O)[O-])c1 (centres undefined)	95.0	96.0	99.0	1.3	5.3	7.4	96.0	102.0	10	94.0	.
CCOC(=O)CSC1=C(C#N)C(c2sccc2C)C(C(C)=O)=C(C)N1 (centres undefined)	102.0	99.0	101.0	1.5	11.2	4.7	101.0	102.0	9	97.0	.
CC(=O)NCC(=O)N(C)C(C(=O)Nc1ccc2c(c1)OCCO2)c1ccc(C)cc1 (centres undefined)	102.0	100.0	99.0	0.2	11.6	4.7	102.0	94.0	10	97.0	-25.4
CC(C)(C)C1CCc2c(sc3c2C(=O)NC(c2ccco2)N3)C1 (centres undefined)	94.0	97.0	94.0	0.4	15.0	15.1	98.0	97.0	28	93.0	.
O=C(C(=O)N1CCOCC1)c1cn(CCOc2ccccc2)c2ccccc12	95.0	92.0	98.0	0.5	6.3	11.6	97.0	97.0	10	97.0	26.0
O=C(O)c1ccccc1C(=O)Nc1ccc(Br)c2cccnc12	?	?	?	1.1	8.4	9.8	?	?	11	?	14.4
COc1ccc(S(=O)(=O)N2Cc3ccccc3CC2C(=O)O)cc1 (centres undefined)	98.0	96.0	100.0	0.1	11.0	0.4	103.0	94.0	7	100.0	12.3
COCCn1c(SCC(=O)NCc2ccco2)nc2cccnc21	100.0	99.0	101.0	0.4	21.3	2.5	100.0	100.0	8	99.0	-1.7
CN(C)c1nc(N2CCOCC2)nc(N(c2ccccc2)c2ccccc2)n1	107.0	105.0	106.0	0.3	2.4	0.7	112.0	104.0	8	104.0	10.4
Cc1c(-c2ccn[nH]2)cc(NC(=O)c2ccc(Cl)cc2)c(=O)n1N	99.0	99.0	99.0	-0.1	10.4	1.9	101.0	95.0	11	100.0	21.9
CN1CCN(/N=C/c2ccc(-c3ccc([N+](=O)[O-])cc3Cl)o2)CC1	100.0	101.0	97.0	1.3	19.9	16.7	101.0	112.0	13	94.0	10.4
Cc1c(Cl)cccc1-n1c(SCC(=O)NCc2cccs2)nnc1-c1ccncc1	109.0	108.0	109.0	0.4	17.5	2.0	106.0	106.0	11	103.0	.
Cc1oc(C(=O)O)cc1CSCc1cc(C(=O)O)c(C)o1	102.0	100.0	103.0	0.3	11.5	1.3	109.0	102.0	11	101.0	.
Cc1ccnc(NS(=O)(=O)c2ccc(N3C(=O)Nc4ccccc4N3O)cc2)c1	100.0	100.0	104.0	-0.8	11.5	-1.8	101.0	103.0	9	99.0	-7.0
O=C(NCCOC(=O)c1ccc(C(=O)OCCNC(=O)c2cccnc2)s1)c1cccnc1	102.0	100.0	100.0	0.4	4.8	4.2	101.0	101.0	17	100.0	.
O=C(CSc1ccccn1)Nc1ccc(Cl)cn1	99.0	98.0	100.0	0.7	6.8	6.1	100.0	100.0	10	95.0	-8.6
CC(C)(C)NS(=O)(=O)c1ccc(CCC(=O)O)cc1	102.0	102.0	102.0	0.1	15.4	0.4	103.0	104.0	5	101.0	-4.9
CN(C)C(=O)c1cn(-c2ccccc2)nc1-c1cc2ccccc2oc1=O	100.0	102.0	96.0	-1.5	9.2	8.3	99.0	105.0	8	95.0	-39.0
CC1CCCCC1NC(=S)NC(=O)c1sc2ccccc2c1Cl (centres undefined)	92.0	96.0	89.0	-0.7	-0.5	1.2	90.0	100.0	5	92.0	9.4
CCc1ccc(NC(=O)Cn2c3[n+](c4c(F)c(F)ccc42)CCCCC3)cc1	100.0	100.0	98.0	0.1	-6.8	-0.2	97.0	107.0	24	94.0	13.5
Cn1[nH]c(CSc2ccc(Cl)cc2)cc1=O	97.0	97.0	94.0	0.5	11.3	1.9	96.0	96.0	9	94.0	.
O=c1c2ccccc2nc(-c2ccco2)n1/N=C/c1ccccc1O	94.0	98.0	94.0	0.2	7.8	3.2	101.0	94.0	3	97.0	-5.7
CCn1c(COc2ccc(Cl)cc2)nnc1SC1CCc2ccccc2C1=O (centres undefined)	101.0	99.0	100.0	-0.1	19.1	-3.6	99.0	105.0	1	100.0	10.0

The last 2 records of the part above come first, to join the parts.
SMILES	HRas wt GTP bind	Rab2A wt mod	Cdc42 wt GTP	ABCB1 inh	Mcl1-Noxa inh	ABCG2 block	Rac1 wt GTP bind	Rab7 wt GTP bind	Avidin fluor	Rac1 act GTP bind	Pf gamet viab
O=c1c2ccccc2nc(-c2ccco2)n1/N=C/c1ccccc1O	94.0	98.0	94.0	0.2	7.8	3.2	101.0	94.0	3	97.0	-5.7
CCn1c(COc2ccc(Cl)cc2)nnc1SC1CCc2ccccc2C1=O (centres undefined)	101.0	99.0	100.0	-0.1	19.1	-3.6	99.0	105.0	1	100.0	10.0
O=C(NNC(=O)C1CCN(S(=O)(=O)c2ccc(Cl)cc2)CC1)c1ccncc1	95.0	96.0	94.0	0.4	0.6	1.4	94.0	99.0	12	90.0	.
O=C(CSc1ncnc2ccccc12)Nc1ccc2c(c1)OCCO2	96.0	94.0	95.0	0.5	-7.7	23.4	95.0	102.0	13	95.0	-27.8
CCOC(=O)c1ccccc1NC(=O)CSc1nc(N)cc(N)n1	99.0	96.0	97.0	0.5	-3.4	0.0	100.0	95.0	5	98.0	18.3
COc1cc(OC)c(S(=O)(=O)NC(C)C)cc1S(=O)(=O)NC(C)C	98.0	100.0	97.0	0.5	-3.7	0.4	99.0	102.0	6	99.0	-8.9
Cc1cccc(NC(=O)c2cc3ccccc3o2)c1	99.0	97.0	100.0	-0.7	12.5	42.2	103.0	95.0	17	99.0	.
O=C1CCCc2[nH]c(-c3ccccc3)nc21	100.0	100.0	96.0	-0.1	-18.8	0.5	98.0	104.0	11	95.0	.
CCCn1nnnc1SCC(=O)Nc1ccc(F)cc1	101.0	100.0	105.0	0.2	11.0	2.6	106.0	100.0	14	102.0	6.8
COC(=O)CC1=NN(c2ccccc2)C(=O)/C1=C\c1ccc(OC)cc1	95.0	97.0	94.0	0.7	7.5	0.7	98.0	100.0	1	98.0	19.3
Cc1ccccc1NC(=S)NCC1CCN(C(C)c2ccccc2)C1 (centres undefined)	99.0	98.0	97.0	1.9	-17.4	3.8	97.0	95.0	5	97.0	12.9
CN(C)c1ccc(NC(=O)C(=O)NCCOc2ccccc2)cc1	102.0	101.0	104.0	-1.3	23.2	-1.6	104.0	106.0	.	99.0	.
Cn1c(=O)oc2cc(S(=O)(=O)N3CCC(N4CCCCC4)CC3)ccc21	98.0	100.0	97.0	0.3	-15.7	-0.3	99.0	103.0	6	96.0	.

Screening data as filed in PubChem BioAssay.
